# Screening results as filed in PubChem BioAssay.
# T cell HTS = T cell immune modulators affecting CD8 T cell-vesicle binding; 2C CD8+ T cell-vesicle binding, flow cytometry; stronger effect = lower value; calls only at 7 µM; hit rate 0.068% among 330,000;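 active = response, share of CD8 T cells binding vesicles, and their 90th percentile fluorescence all below set limits, cut at about 80% in these data, passing the limit was not always enough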
#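 Also added: QL9-peptide-loaded Drosophila micro-vesicles bearing Ld, ICAM-1 and B7-1; Test system: purified 2C TCR transgenic mouse naive CD8+ T cells; Measured by: cytometric PE anti-B7-1 and Alexa647 anti-CD8 signals after 1% paraformaldehyde fixation; Timing: binding step 1.5 h, 37 °C, antibody labelling 20 min, ice.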
# T cell HTS vesicle-bound % = further read-out of T cell HTS, marked with its call; double positive events, %; measured here: CD8+ vesicle-bound cell fraction;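 binding gate set so that unloaded-vesicle control wells show 10% double positive cells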
# Active calls of the source: *; i = inactive.
T cell HTS,T cell HTS vesicle-bound %,Structure
i,28,Cc1n[nH]c(=O)c2c(NC(=O)CSc3nn(-c4ccccc4)c(=S)s3)oc(C)c12
i,31,CN(c1ccccc1)S(=O)(=O)c1cccc(NC(=O)CCNC(=O)c2ccc([N+](=O)[O-])cc2)c1
i,51,O=C(CN(C(=O)CCC(=O)Nc1ccccn1)c1cccc(F)c1)NCc1ccc(F)cc1
i,60,COc1cc2c(cc1OC)CN(Cc1ccc(F)cc1)CC2
i,14,S=C(NC1CC1)SCc1ccco1
i,63,O=C(CCn1cccn1)N1CCCC(N2CCN(c3cccc(Cl)c3)CC2)C1 (stereo unspecified)
i,30,O=C(CN1CCN(c2ccc(O)cc2)CC1)N(C1CC1)C1CCS(=O)(=O)C1 (stereo unspecified)
i,45,CCN(CC(=O)Nc1c(F)cccc1F)C(=O)Cc1ccc2c(c1)CCC2
i,30,COc1ccc2oc(C(=O)OC(C)C(=O)Nc3ccc(N4CCOCC4)cc3)c(C)c2c1 (stereo unspecified)
i,5,Cc1c(N(C)S(=O)(=O)c2cc(C(=O)N3CCCC3)ccc2Cl)c(=O)n(-c2ccccc2)n1C
i,23,CC(C)CCNC(=O)c1cc2c(=O)n3ccccc3nc2s1
i,24,C=CCN(C(=O)CCC(=O)Nc1cc(C)on1)C(C(=O)NC(C)(C)C)c1ccc(OC)cc1 (stereo unspecified)
i,30,CCC(C)[C@H](NC(=O)N1CCC(Cc2ccccc2)CC1)C(=O)O (stereo partly specified)
i,41,CCC(Oc1ccccc1)C(=O)NCCCN1CCOCC1 (stereo unspecified)
i,36,CC1CN(C(=O)COC(=O)/C=C/c2ccc(C(F)(F)F)cc2)CC(C)O1 (stereo unspecified)
i,29,CCC(Sc1nc2ccsc2c(=O)n1Cc1ccc(C(=O)O)cc1)C(=O)Nc1ccc(C)c(Cl)c1 (stereo unspecified)
i,37,O=C(COc1ccccc1F)Nc1ccc2c(c1)OCCO2
i,22,COc1ccc(S(=O)(=O)NCCOc2ccc(Cl)cc2)cc1
i,20,COc1ccc(N(CC(=O)NC2CCCCC2)C(=O)c2ccc(C)s2)c(OC)c1
i,67,COc1ccc(CN2CCNC(=O)C2CC(=O)N(C)Cc2cc(C)no2)cc1OC (stereo unspecified)
i,34,O=C(CC(C(=O)O)c1ccc(F)cc1)c1ccc(Cl)cc1 (stereo unspecified)
i,61,Cc1ccc(NC(=O)C(C)OC(=O)Cc2c[nH]c3ccccc23)cc1 (stereo unspecified)
i,17,Cc1ccc(C(=O)NC2CCCCCC2)cc1S(=O)(=O)N1CCOCC1
i,8,CC12CCC(=O)N1C(C(=O)NCCc1ccccc1)CS2 (stereo unspecified)

# Part of the list above in a different format.
CCC(Oc1ccccc1)C(=O)NCCCN1CCOCC1 (stereo unspecified)
- T cell HTS = i
- T cell HTS vesicle-bound % = 41
CC1CN(C(=O)COC(=O)/C=C/c2ccc(C(F)(F)F)cc2)CC(C)O1 (stereo unspecified)
- T cell HTS = i
- T cell HTS vesicle-bound % = 36
CCC(Sc1nc2ccsc2c(=O)n1Cc1ccc(C(=O)O)cc1)C(=O)Nc1ccc(C)c(Cl)c1 (stereo unspecified)
- T cell HTS = i
- T cell HTS vesicle-bound % = 29
O=C(COc1ccccc1F)Nc1ccc2c(c1)OCCO2
- T cell HTS = i
- T cell HTS vesicle-bound % = 37

# Other compounds
T cell HTS,T cell HTS vesicle-bound %,Structure
i,12,COc1cccc(CNC(=O)c2nnn(CC(=O)Nc3ccc(Br)cc3)c2N)c1
i,39,O=C(COC(=O)CNC(=O)c1ccccc1Cl)Nc1ccccc1Cl
i,26,Cc1ccc(NC(=O)c2sc(C)nc2C)c(C)c1
i,12,CC(C)OCCCNC(=O)C1CCN(S(=O)(=O)c2ccc3nc4c(c(C(=O)O)c3c2)CCCCC4)CC1
i,6,CCOc1ccccc1NC(=O)C(NCCc1ccc(OC)cc1)c1ccccc1 (stereo unspecified)
i,5,CCN1CC(CNC(=O)c2ccc3nc(Cc4cccc(Cl)c4)oc3c2)CC1=O (stereo unspecified)
i,42,C/C(=N\NC(=O)C(C)Sc1ccccc1)c1ccc([N+](=O)[O-])cc1 (stereo unspecified)
i,34,CCCN1CCN(C2CCCCC2NS(=O)(=O)c2ccc(Cl)cc2)CC1 (stereo unspecified)
i,23,Cc1ccc(N=Nc2cc(C)ccc2O)c(C)c1
i,33,COCc1ccc(C(=O)N(C)C2CCCN(Cc3ccccc3F)C2)o1 (stereo unspecified)
i,61,O=[N+]([O-])c1ccc(N2CCN(c3cccc(Cl)c3)CC2)nc1
i,44,O=C(NCCCn1ccnc1)C1CCN(S(=O)(=O)c2cc([N+](=O)[O-])ccc2Cl)CC1
i,65,O=C(NCC1CCN(C(=O)c2c(F)c(F)c(F)c(F)c2F)CC1)c1c(F)c(F)c(F)c(F)c1F
i,57,CCC1CCC(N2CCN(c3ccccc3F)CC2)CC1 (stereo unspecified)
i,44,CC(=O)N1CCN(CC(=O)Nc2cccc(S(=O)(=O)N3CCCCC3)c2)CC1
i,54,COCCN(C(=O)Nc1ccc(OC)cc1)c1nc2ccccc2s1
i,19,CC(NC(=O)CCCC1CCCCC1)c1ccc(S(N)(=O)=O)cc1 (stereo unspecified)
i,15,CN(C(=O)COC(=O)c1ccccc1NCCO)C1CCS(=O)(=O)C1 (stereo unspecified)
i,44,COc1ccc(CC(=O)Nc2cccnc2)cc1
i,27,COc1ccc(CCN2CC(C(=O)N(C)CCOc3ccccc3)CCC2=O)cc1 (stereo unspecified)
i,31,Cc1cc(C)c(OCC(=O)N2CCN(c3ncc(C(F)(F)F)cc3Cl)CC2)c(C)c1
i,23,O=C(CCC1CCCC1)N1CCN(S(=O)(=O)c2ccc(Br)cc2)CC1
i,63,Cc1ccc(SC(C)C(=O)N2CCN(c3ccccc3)CC2)cc1 (stereo unspecified)
i,5,C[C@H](NC(=O)C1CCN(S(=O)(=O)c2ccccc2)CC1)C(=O)NCc1ccccn1
i,36,Cc1ccc(C)c(OCCC(=O)OCC(=O)NCCNC(=O)COC(=O)CCOc2cc(C)ccc2C)c1
i,26,COc1cccc(C2Nc3ccccc3C(=O)N2Cc2ccccc2)c1 (stereo unspecified)
i,16,CCCc1cc(C(=O)N2CCCC(Nc3ccc(C)c(C)c3)C2)n(C)n1 (stereo unspecified)
i,40,Cn1c2ccccc2c2nnc(SCC(=O)Nc3cccc(O)c3)nc21
i,44,O=C(COC(=O)c1ccc(Cl)nc1)NC1CCCCCC1
i,36,CN(C(=O)COc1cccc(C#N)c1)C1CCS(=O)(=O)C1 (stereo unspecified)
i,47,Cc1ccc(C(=O)NNC(=O)CCOc2cccc(C)c2)cc1
i,38,Cc1ccc(-c2csc(NCCn3c(-c4ccncc4)nc4cc(C(F)(F)F)ccc43)n2)cc1
i,52,COC(=O)[C@@H](CC(C)C)N(Cc1ccccc1)S(=O)(=O)N(Cc1ccccc1)[C@@H](CC(C)C)C(=O)OC
i,20,O=C(CCCn1cc([N+](=O)[O-])cn1)Nc1ccc2c(c1)OCO2
i,36,Cc1ccccc1-c1noc(CCC(=O)NC2CCCCC2)n1
i,12,O=c1[nH]c2c(oc3ccccc32)c(=O)n1Cc1ccccc1
i,25,O=C(NCC(=O)N1CCC2(CC1)NCCc1[nH]cnc12)c1ccc(Br)cc1
i,27,CCOC(=O)c1sc(=NC(=O)c2c(F)cccc2F)n(C)c1C
i,37,COc1cc(OC)cc(C(=O)NC(C(=O)NNC(=O)c2cc(Cl)ccc2OC)C(C)C)c1 (stereo unspecified)
i,32,O=C(NCCCN1CCOCC1)c1ccc2c(c1)N(Cc1ccc(F)cc1)CCS2
i,31,Cc1c(CC(=O)NCCC(C)C)c(=O)oc2cc3c(cc12)CCC(C)(C)O3
i,35,Cc1ccc(-n2c(C)c(C)c3c(NCCO)ncnc32)cc1
i,7,CCc1nn2c(=O)cc(COc3ccc(NC(=O)c4ccco4)cc3)nc2s1
i,46,O=C(Nc1ccccc1F)C1CCN(C(=O)NCc2ccccc2)CC1
i,17,CCOC(=O)C1=C(COC(=O)COc2ccc(OCC)cc2)NC(=O)NC1C (stereo unspecified)
i,12,O=C1c2ccccc2C(=O)C1(CO)c1ccc(OC(F)F)cc1
i,33,COC(=O)c1ccc(S(=O)(=O)c2ccc([N+](=O)[O-])cc2)cc1
i,32,NC(=O)C1CC(=O)N(c2ccc(OCc3ccc([N+](=O)[O-])cc3)cc2)C1 (stereo unspecified)
i,25,Cc1cc(-c2onc3ccc(Cl)cc23)ccc1O
i,6,CC1CCCC(NC(=O)CSC2=Nc3ccccc3C3CC=NN23)C1C (stereo unspecified)
i,14,Cc1cccc(/C=N/NC(=O)c2cc(Br)ccc2OCc2ccccc2)n1
i,21,C[C@@]12C(=O)Nc3ccc(Br)cc3C(=O)N1[C@H]1c3cc(Cl)ccc3OC[C@@H]1[C@@H]2c1ccccc1
i,43,CC(=O)Nc1c2c(nn1-c1ccc(C)cc1C)CS(=O)C2 (stereo unspecified)
i,46,CC(OC(=O)c1cc[n+]([O-])cc1)C(=O)NCc1ccccc1 (stereo unspecified)
i,30,CCCCc1nc2cc(C(=O)N3CCCCC3CCNC(C)=O)ccc2o1 (stereo unspecified)
i,28,Cc1ccc(/C=N/NC(=O)c2nnn(-c3nonc3N)c2-c2ccc3c(c2)OCO3)s1
i,4,Cc1cc(C(=O)NCCN2CCOCC2)c2ccccc2n1
i,38,COc1ccccc1NC(=O)N1CCCC1C(=O)NCc1ccccc1Cl (stereo unspecified)
i,68,O=[N+]([O-])c1ccccc1CN1CCN(Cc2ccc3ccccc3c2)CC1
i,9,CCCCN(C(=O)CC1CCCC1)c1c(N)n(CCC)c(=O)[nH]c1=O

# The listing continues.
T cell HTS,T cell HTS vesicle-bound %,Structure
i,44,COc1ccc(C(=O)OCC(=O)NC2CCCCCC2)cc1OC
i,5,CCOC(=O)CC1(NC(=O)C2CCC(=O)N(CCc3ccc(OC)cc3)C2)CCCCC1 (stereo unspecified)
i,34,COCCN(C(=O)c1ccc(OC2CCN(S(=O)(=O)N(C)C)CC2)cc1)C(C)C
i,24,Cc1cccc(C)c1OCc1cc(C(=O)N2CCN(c3ccccn3)CC2)no1
i,19,CCn1cc(C(=O)NCCCO)c(=O)c2cc(F)c(N3CCN(C)CC3)cc21
i,35,CCc1ccc(NC(=O)C2CCCN(S(=O)(=O)c3cccs3)C2)cc1 (stereo unspecified)
i,17,CCN1CCN(c2cc(C)c3cc(NC(=S)N(C)Cc4ccccc4)ccc3n2)CC1
i,48,COC(=O)c1ccc(CNC(=O)C2CCC(=O)N(CCN3CCOCC3)C2)cc1 (stereo unspecified)
i,42,CC(=O)Nc1ccc(OCc2cccc3ccccc23)cc1
i,13,CCCn1cc(SCC(=O)Nc2cc(C)on2)c2ccccc21
i,26,COc1cccc(NC(=O)COc2ccc(C(=O)N3CCN(C)CC3)cc2)c1
i,62,CC(NC(=O)C(=O)NCc1cccs1)c1ccccc1 (stereo unspecified)
i,48,CCOc1cccc(-c2c(C(=O)N/N=C(\C)c3cccs3)nnn2-c2nonc2N)c1
i,66,COc1ccc(C2(O)C(=O)Nc3ccc(C)cc32)cc1 (stereo unspecified)
i,57,O=C(NCC(=O)N1CC=C(c2ccccc2)CC1)c1ccccc1Br
i,18,COc1cccc(-c2cc(C(=O)Nc3ccncc3)c3ccccc3n2)c1
i,15,CCc1c(C)c(C#N)c2nc3ccccc3n2c1NCCOC
i,49,O=c1c(-c2ccccc2)c(O)c2ccccc2n1-c1ccccc1
i,41,O=C(NCC1CCCO1)c1cccc(S(=O)(=O)Nc2ccc(SC(F)F)cc2)c1 (stereo unspecified)
i,59,CCCCN(C(=O)CC1CCCC1)c1c(N)n(CCCC)c(=O)[nH]c1=O
i,40,O=C(Nc1ccccc1OC(F)F)c1ccc(S(=O)(=O)N2CCCC2)cc1
i,65,CCOc1ccc(Br)cc1S(=O)(=O)NCCN1CCCC1
i,77,Cc1cccc(N2CC(C(=O)Nc3nnc(SCC(=O)N4CCOCC4)s3)CC2=O)c1 (stereo unspecified)
i,39,Cc1c(C)n(CCCN(C)C)c2ncnc(Nc3ccc(F)cc3)c12

# Structures listed so far containing a furan ring, fused or not, in the order listed:
T cell HTS,T cell HTS vesicle-bound %,Structure
i,28,Cc1n[nH]c(=O)c2c(NC(=O)CSc3nn(-c4ccccc4)c(=S)s3)oc(C)c12
i,14,S=C(NC1CC1)SCc1ccco1
i,30,COc1ccc2oc(C(=O)OC(C)C(=O)Nc3ccc(N4CCOCC4)cc3)c(C)c2c1 (stereo unspecified)
i,33,COCc1ccc(C(=O)N(C)C2CCCN(Cc3ccccc3F)C2)o1 (stereo unspecified)
i,12,O=c1[nH]c2c(oc3ccccc32)c(=O)n1Cc1ccccc1
i,7,CCc1nn2c(=O)cc(COc3ccc(NC(=O)c4ccco4)cc3)nc2s1

# Returning to the listing with the three entries that preceded the break.
T cell HTS,T cell HTS vesicle-bound %,Structure
i,65,CCOc1ccc(Br)cc1S(=O)(=O)NCCN1CCCC1
i,77,Cc1cccc(N2CC(C(=O)Nc3nnc(SCC(=O)N4CCOCC4)s3)CC2=O)c1 (stereo unspecified)
i,39,Cc1c(C)n(CCCN(C)C)c2ncnc(Nc3ccc(F)cc3)c12
i,26,CC1CCN(S(=O)(=O)N2CCC(C(=O)NCCc3ccccc3)CC2)CC1
i,52,O=C(Nc1c[nH]c(=O)[nH]c1=O)c1ccccc1Cl
i,28,CCN(CC)C(=O)c1cccc(NC(=O)c2cc(-c3ccccn3)nc3ccccc23)c1
i,36,COc1ccc(NC(=O)CCCn2cnc3ccccc3c2=O)cc1
i,27,C[C@@H]1CCC(=O)N(CC[C@H](Sc2ccc(Br)cc2)c2ccccc2)CC1

# Not all compounds are listed. The share of hits here may be higher or lower than overall.
